M1 PAM parental – M1 PAM counterscreen hit in parental CHO-K1 cells. ATP EC20, Fluo-8 calcium fluorescence; 0% at ATP EC20, 100% at ATP max. AID 602247. 360,000 compounds, 0.02% hits. activation, % at 3 µM;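 active = activation above the run cutoff, the mean activation of all test compounds plus 3 SD, cut at about 40% in these data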;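 note: peak over basal fluorescence ratio in a 140 s read after ATP addition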
M1 antag – blocks human M1 muscarinic receptor; 360,000 compounds, 1.3% hits; AID 588852; inhibition, % at 3 µM; CHO-K1 hM1, Fluo-8 calcium fluorescence, ACh EC80 antagonist; P11229;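 active = percent inhibition above its own plate's cutoff, namely the mean of that plate's compound wells plus 3 SD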;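 note: peak over basal fluorescence ratio during 140 s after agonist addition; 0% = ACh EC80 plus DMSO and 100% = DMSO alone without agonist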
Target sequence (P11229 whole entry, looked up): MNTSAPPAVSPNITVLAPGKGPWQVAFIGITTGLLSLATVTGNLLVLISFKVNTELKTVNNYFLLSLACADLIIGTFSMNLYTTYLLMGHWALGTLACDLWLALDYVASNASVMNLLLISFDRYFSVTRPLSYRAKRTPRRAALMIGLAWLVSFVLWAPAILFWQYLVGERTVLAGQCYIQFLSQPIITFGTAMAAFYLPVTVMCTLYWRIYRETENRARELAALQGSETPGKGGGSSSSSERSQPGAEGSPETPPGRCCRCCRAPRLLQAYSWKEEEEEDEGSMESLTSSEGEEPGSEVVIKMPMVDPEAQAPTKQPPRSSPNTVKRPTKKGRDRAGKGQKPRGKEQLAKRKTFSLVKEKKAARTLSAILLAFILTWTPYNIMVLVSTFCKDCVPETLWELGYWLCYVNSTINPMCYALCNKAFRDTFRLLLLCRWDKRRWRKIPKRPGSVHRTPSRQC
OXTR potentiator – potentiates the human oxytocin receptor response. CHO-OTR cells, Fluo-8 calcium fluorescence, potentiator mode; 0% = oxytocin EC15, 100% = EC100. activation, % at 3 µM. 320,000 compounds, 0.061% hits. AID 2445;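 active = activation above that plate's cutoff, the mean activation of tested compounds plus 3 SD, cut at about 6.6% in these data, passing the limit was not always enough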;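 note: 100% uses oxytocin at 75 nM as the full agonist control; some results filed as inactive read as strong as hits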
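System: human OTR in CHO cells; Also added: sub-maximal oxytocin, roughly EC15; Timing: compound 6 min at room temperature before oxytocin, 100 s read; Technique: Fluo-8 intracellular calcium fluorescence, ex 470-495, em 515-575 nm; Controls: oxytocin EC15 low and EC100 high; Replication: singlicate.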
CHO parental Ca – counter-screen: ATP calcium response change in parental CHO cells; parental CHO-K1, ATP-induced calcium, Fluo-8 fluorescence; inhibition, % at 5.6 µM; 330,000 compounds, 0.63% hits;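 active = inhibition above that plate's mean sample inhibition plus 3 SD, cut at about 26% in these data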;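 note: 0% = ATP-challenged DMSO wells and 100% = DMSO wells without ATP; some compounds past the cut are filed as inactive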
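Test system: parental CHO cells; detection: calcium-sensitive Fluo-8 fluorescence; evaluation: percent inhibition of calcium signal; also added: ATP as calcium-mobilizing challenge; repeats: one well per compound; control set: ATP-challenged DMSO wells low, unchallenged DMSO wells high; compound: single nominal dose of 5.6 µM per compound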
M1 ag parental – nonselective activator or artifact in parental CHO-K1 cells; Fluo-8 calcium fluorescence; scaled to maximal ATP response, vehicle zero; activation, % at 3 µM; 360,000 compounds, 0.48% hits; AID 602248; in the data active = activation above about 15%;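 note: untransfected CHO-K1 host cells lacking M1 receptor as counterscreen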
TAAR1 ag – human TAAR1 agonism | 360,000 compounds, 0.99% hits | activation, % at 3 µM | Q96RJ0 | AID 624467 | CHO RD-HGA16 TAAR1, Fluo-8 calcium fluorescence; vehicle wells 0%, saturating PEA agonist 100%;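 active = activation above the mean activation of all test compounds in the run plus 3 SD, cut at about 38% in these data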
Target sequence (Q96RJ0 whole entry, looked up): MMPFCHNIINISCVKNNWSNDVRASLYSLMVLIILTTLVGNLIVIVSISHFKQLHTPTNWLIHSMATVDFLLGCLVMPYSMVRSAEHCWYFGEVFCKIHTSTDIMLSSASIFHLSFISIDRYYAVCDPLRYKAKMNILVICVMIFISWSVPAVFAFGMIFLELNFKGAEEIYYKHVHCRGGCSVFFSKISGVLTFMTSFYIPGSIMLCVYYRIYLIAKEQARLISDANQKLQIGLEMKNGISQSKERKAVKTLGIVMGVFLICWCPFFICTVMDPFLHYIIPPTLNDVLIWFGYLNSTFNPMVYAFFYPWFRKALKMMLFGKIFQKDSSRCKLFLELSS
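Assay system – CHO-derived RD-HGA16 cells with stable Gα16 and human TAAR1 · Compound dosing – one-point dosing at 3 µM (nominal) · Incubation – 17-24 h seeding, 75 min 37 °C dye, 30 min RT · Measured by – kinetic Fluo-8 calcium fluorescence · Control set – DMSO vehicle as 0%, PEA at EC100 as 100% · Repeats – single well for each compound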
TAAR1 antag – human TAAR1 antagonism | CHO RD-HGA16 TAAR1, Fluo-8 calcium fluorescence, antagonist | inhibition, % at 3 µM | 360,000 compounds, 1.5% hits | AID 624466;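 active = inhibition above a per-plate cutoff, the mean inhibition of test compounds on that plate plus 3 SD, cut at about 49% in these data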;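 note: 0% = DMSO plus EC80 beta-PEA response and 100% = DMSO alone without agonist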
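Assay system: RD-HGA16 CHO cells with stable hTAAR1 and Gα16 / Reagent: EC80 β-phenethylamine stimulus / Doses: 3 µM, single point / Timing: dye loading 75 min at 37 °C, then 30 min room temperature / Measured by: Fluo-8 intracellular calcium dye fluorescence, real-time kinetic reads / Controls: vehicle wells and EC80 agonist wells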
CHO-K1 Ca antag – counter-screen for M1 antagonists: effect in parental CHO-K1 cells. 360,000 compounds, 0.6% hits. inhibition, % at 3 µM. ATP-induced calcium, Fluo-8 fluorescence;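 active = inhibition above a per-plate cutoff, the plate's mean sample inhibition plus 3 SD, cut at about 24% in these data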;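 note: 0% = DMSO plus EC80 ATP and 100% = DMSO alone without ATP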
M1 ag – human M1 muscarinic receptor agonism. P11229. CHO-K1 hM1, Fluo-8 calcium fluorescence, agonist mode; 0% DMSO, 100% acetylcholine EC100. activation, % at 3 µM. 360,000 compounds, 0.33% hits. AID 588814;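 active = activation above the run's mean compound activation plus 3 SD, cut at about 16% in these data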;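 note: peak over basal fluorescence ratio within a 140 s kinetic read after compound addition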
The depositor's hits bear a star; . = no result given.

SMILES	M1 PAM parental	M1 antag	OXTR potentiator	CHO parental Ca	M1 ag parental	TAAR1 ag	TAAR1 antag	CHO-K1 Ca antag	M1 ag
O=C(CCNC(=O)c1ccc([N+](=O)[O-])cc1)NNC(=O)c1ccccc1F	16.1	0.9	-6.2	1.7	1.0	5.6	-11.8	-16.2	-2.9
Cn1c(N)c(C(=O)COC(=O)CCc2ccccc2)c(=O)n(C)c1=O	0.6	0.5	-5.3	-2.9	2.2	5.0	-15.2	-8.3	-5.5
COc1ccc(OC)c(NC(=O)c2ccc(OCC(=O)N3CCOCC3)c(OC)c2)c1	18.5	-5.5	3.7	-18.7	1.0	2.4	13.3	-9.5	-2.6
O=C(NN1CCOCC1)c1ccc(Cl)s1	9.4	1.7	-4.2	-0.1	0.0	1.7	-1.1	-7.8	-7.4
COc1cc(/C=N/N=C2/C(=O)Nc3ccccc32)ccc1O	7.9	-3.9	0.6	-1.4	0.6	-1.3	-5.0	4.9	-5.8
CCC1CCc2sc(C(=O)NCC(c3ccc(OC)cc3)N3CCCC3)cc2C1 (stereo not drawn)	-11.7	17.9	-3.1	-20.6	-0.1	46.3*	-21.9	16.2	-8.4
Cc1[nH]c2ccccc2c1/C=N/NC(=O)c1cccc(F)c1	8.4	-9.0	-8.1	6.3	0.7	4.8	2.5	-6.4	0.7
COCCn1c(SCC(=O)N2CCCCC2)nc2c(c1=O)SCC2	-5.5	-13.2	-3.9	-9.7	-0.3	-1.2	-11.5	-8.2	-3.7
CCN1CCN(c2nc3ccccc3nc2C(C#N)S(=O)(=O)c2ccc(C)cc2)CC1 (stereo not drawn)	7.6	-1.8	-7.4	-10.2	0.2	11.3	-3.5	1.6	-6.3
CC(C)C(=O)N1CCC1(C)C(=O)Nc1cccc(Oc2ccccc2)c1 (stereo not drawn)	10.6	-18.3	.	.	-0.3	0.4	-15.8	-10.0	-6.7
COc1ccc(-n2c(-c3cccc(OC)c3)nc(=S)c3c2CCCC3)cc1	9.2	60.4*	3.4	-12.3	1.2	-3.1	-9.8	-10.9	-14.8
O=C(CNCc1cccs1)Nc1ccc(OC(F)(F)F)cc1	-10.4	6.6	-11.5	-3.7	6.2	-1.0	-2.5	1.4	-2.0
O=C1NCCN(Cc2c(F)cccc2Cl)C1CC(=O)N1CCCO1 (stereo not drawn)	8.5	-5.8	-4.0	-8.6	0.1	1.9	-11.4	-4.3	-6.2
O=C(NCCN1CCOCC1)C1CCC(=O)N1C1CCCCC1 (stereo not drawn)	8.6	5.6	-3.8	-7.0	0.1	2.7	5.5	-8.9	-15.0
O=C1c2ccccc2C(=O)C1c1ccccn1	8.2	-15.5	4.1	-2.5	9.9	4.0	-2.6	-6.4	-6.7
CN(Cc1ccccc1F)C(=O)CN1c2cccc3cccc(c23)S1(=O)=O	0.6	-0.9	-12.2	-8.7	1.9	7.8	25.0	8.4	-0.5
COc1ccc(CNc2nc(C)c([N+](=O)[O-])c(C)c2C#N)cc1	3.2	3.5	-8.3	-13.8	0.1	3.9	-21.1	3.1	-2.9
Cc1cccc(NC(=O)CN(CC2CCCO2)C(=O)c2oc3ccc(F)cc3c2C)c1C (stereo not drawn)	13.2	0.0	-4.7	-23.4	4.2	3.5	38.3	-23.0	-3.0
COC(=O)C1=C[C@@H](C(=O)OC)[C@@H]2C3=C(C(=O)[C@@]2(C)NC(=O)c2ccccc2)[C@H](C)n2c(=O)n(C)c(=O)n2[C@@H]3C1	-0.8	0.1	-3.5	-5.8	-0.3	9.9	-1.4	-2.2	-4.7
CCOc1ccc(CNc2ncnc(N)n2)cc1	21.8	-23.1	-5.0	-6.7	0.1	6.7	-11.7	-8.2	-3.5
COc1ccc(NC(=O)C2(N(C(=O)Cn3nnnc3N)c3ccc(OC)cc3)CCCCC2)cc1	-5.0	-15.8	-9.5	-19.1	-0.3	2.7	1.0	-11.7	0.1
C=CCN(c1ccc(C(=O)Nc2ccc(NC(C)=O)cc2)cc1)S(C)(=O)=O	20.7	-10.1	-6.1	-10.6	0.9	0.4	16.9	2.0	-8.0
COc1ccccc1/C=C/C(=O)NCc1cccnc1	8.3	-2.6	-5.9	0.4	-0.4	1.4	-7.0	0.3	-4.2
Cc1ccc(S(=O)(=O)N(C)C)cc1NC(=O)CN1C(=O)NC2(CCCCCC2)C1=O	1.6	6.5	-9.9	2.4	0.8	0.7	-18.4	1.1	-6.3
O=C(Nc1cc(S(=O)(=O)N2CCCCC2)ccc1Cl)C1=NN(c2ccccc2)C(=O)CC1	-5.1	-5.8	-0.7	-8.0	0.3	0.8	-11.4	1.4	-2.4

Compound profiles, from the list above:
Listed for C=CCN(c1ccc(C(=O)Nc2ccc(NC(C)=O)cc2)cc1)S(C)(=O)=O : M1 PAM parental: 20.7; M1 antag: -10.1; OXTR potentiator: -6.1; CHO parental Ca: -10.6; M1 ag parental: 0.9; TAAR1 ag: 0.4; TAAR1 antag: 16.9; CHO-K1 Ca antag: 2.0; M1 ag: -8.0
Listed for CCC1CCc2sc(C(=O)NCC(c3ccc(OC)cc3)N3CCCC3)cc2C1 (stereo not drawn) : M1 PAM parental: -11.7; M1 antag: 17.9; OXTR potentiator: -3.1; CHO parental Ca: -20.6; M1 ag parental: -0.1; TAAR1 ag: 46.3*; TAAR1 antag: -21.9; CHO-K1 Ca antag: 16.2; M1 ag: -8.4

Part of the list above, limited to CHO-K1 Ca antag and CHO parental Ca:
canonical_smiles | CHO-K1 Ca antag | CHO parental Ca
O=C(NCCN1CCOCC1)C1CCC(=O)N1C1CCCCC1 (stereo not drawn) | -8.9 | -7.0
COc1ccc(NC(=O)C2(N(C(=O)Cn3nnnc3N)c3ccc(OC)cc3)CCCCC2)cc1 | -11.7 | -19.1

Additional records
SMILES	M1 PAM parental	M1 antag	OXTR potentiator	CHO parental Ca	M1 ag parental	TAAR1 ag	TAAR1 antag	CHO-K1 Ca antag	M1 ag
Cc1c(/C=N\NC(=O)C2COc3ccc(C(C)(C)C)cc3O2)c2ccccc2n1C (stereo not drawn)	31.1	-1.9	-11.8	-21.6	1.3	2.8	16.9	-10.2	-5.0
O=C(O)c1ccccc1/C=N/NC(=S)NCc1ccccc1	15.7	-7.8	1.2	-14.3	0.3	0.6	-15.0	-2.4	-3.6
COCCn1c(Cc2ccccc2)nnc1SCC(=O)N1CCCCC1C (stereo not drawn)	19.8	-8.7	-7.6	-4.5	1.0	0.0	5.9	-9.2	-1.5
CC(=O)Nc1ccc(NC(=O)COC(=O)C2CCCCC2)cc1	17.8	-7.5	-3.4	-2.4	0.4	3.9	11.2	-11.6	-1.9
CC(C)(C)NC(=O)Nc1nnc(SCC(=O)NC2CCCCC2)s1	-7.9	0.9	7.2	-21.1	0.3	-1.0	-1.1	-10.2	-3.1
Cc1ccc(Cc2c(C)nc3nc(SCC(=O)NCCCN4CCCC4)nn3c2C)cc1	10.2	28.8*	-8.3	-2.4	0.9	1.9	-1.2	-14.4	-11.7
CC(=O)c1ccc(NC(=S)N2CCCC(C(F)(F)F)C2)cc1 (stereo not drawn)	11.4	-9.0	-15.6	-5.8	2.5	3.5	-3.5	-10.5	-3.1
Cc1onc(-c2c(Cl)cccc2Cl)c1C(=O)N1CCCCC1	4.8	2.1	-4.2	2.4	0.6	-2.6	1.9	-13.0	-2.9
O=C(Cn1cnc2sc3c(c2c1=O)CCCC3)NCC(=O)Nc1c(F)cc(F)cc1Br	-10.4	6.6	-1.6	-9.7	-0.8	3.9	11.8	-14.6	-1.4
COc1ccc(CNC(=O)Cc2csc(Nc3nc(=S)[nH]c4ccccc34)n2)cc1	-4.0	2.6	0.7	-12.5	-0.2	3.1	11.2	-27.2	-0.1
O=C(CSc1nnc(-c2cccnc2)n1C1CCCCC1)NC1CCCCC1	-3.9	4.8	-2.2	-12.0	0.6	0.8	8.5	-1.6	-2.6
O=C(NCCC1CCCCN1S(=O)(=O)c1ccc(F)cc1)C(=O)NC1CC1 (stereo not drawn)	15.3	-11.1	1.4	-14.5	0.6	-0.3	-0.7	-11.9	-4.8
COCCCn1c(SCC(=O)N(C)C)nnc1-c1ccccc1	10.2	6.6	-1.2	-5.6	0.7	7.7	7.8	-18.1	-3.7
CN(CC(=O)Nc1cccc(F)c1)C(=O)c1cn(-c2ccccc2)nc1-c1cccs1	-15.1	8.8	-16.1	-8.0	4.3	7.6	65.0*	10.3	-1.7
CCOC(=O)c1c(NC(=O)COC(=O)c2ccc(C)s2)sc2c1CC(C)(C)NC2(C)C	8.5	-10.7	-3.4	-4.3	4.5	7.3	6.7	-0.8	-2.0
O=C(NC(=S)Nc1ccc(CN2CCOCC2)cc1)c1cccc([N+](=O)[O-])c1	22.4	-2.0	-9.4	-17.2	3.2	0.2	11.7	-4.0	-8.6
Cc1cccc(OCC(=O)Nc2nccs2)c1C	9.1	-9.5	-3.7	-11.2	1.4	7.0	5.3	-12.3	-1.9
COc1ccc(-c2ccc(N3C(c4cc(OC)cc(OC)c4)=Cc4ccc(OC)cc4C3CC(C)=O)cc2)cc1 (stereo not drawn)	13.2	.	.	.	1.9	0.7	-17.8	-16.6	.
O=C(COC(=O)CCC1CCCC1)Nc1ccc(Cl)cc1F	17.6	-2.9	-7.8	-12.7	0.2	-2.1	-5.9	-10.1	-6.8
Cc1ccc(S(=O)(=O)N2CCCCC2)cc1NC(=O)c1nn(C)c(=O)c2ccccc12	-9.2	1.0	.	.	1.4	3.6	7.1	5.3	3.3
O=C(Nc1ncc(Br)s1)C(Cc1ccccc1)n1cccc1 (stereo not drawn)	22.9	0.6	-6.7	-9.9	3.6	0.7	-9.7	-0.2	1.0
Cn1cc(CCC(=O)NCc2ccc3c(c2)OCO3)c2ccccc21	17.2	-5.8	-4.0	-18.6	4.5	10.7	-8.6	-1.3	-4.9
CCC(=O)Nc1nc(C)c(C(=O)Nc2cccc(Cl)c2)s1	21.2	-20.4	-1.8	-10.3	1.3	3.1	5.2	-9.3	-1.5
CC(Sc1ncccn1)C(=O)Nc1ccc2c(c1)OCCO2 (stereo not drawn)	-22.0	-8.2	.	.	0.6	-0.9	-9.9	-14.0	-1.5
COc1cc(/C=C2\SC(=S)N(CC(=O)Nc3ccccn3)C2=O)cc(OC)c1OC	21.7	-5.9	4.7	-17.8	1.1	86.8*	4.0	-5.2	-2.6
Cc1cc(C)c2cc3c(ccn3C3OC[C@H](O)[C@H](O)[C@H]3O)cc2n1 (stereo partly drawn)	8.5	-5.4	-13.5	-0.7	0.9	3.1	-5.0	-3.5	-4.0
O=c1c(-c2ccnn2-c2ccc(F)cc2)cnc2n1CCS2	-4.3	-21.3	-3.0	2.7	0.3	3.4	2.0	13.5	-3.2

High-throughput results from PubChem BioAssay.
